# DT40 TDP1 no CPT = qHTS for Inhibitors of human tyrosyl-DNA phosphodiesterase 1 (TDP1): qHTS in cells in absence of CPT. DT40 Tdp1-/- hTDP1 cells, no CPT, ATP luminescence, 48 h. Potency, µM (top dose mostly 46.2 µM), for inactives: at the highest dose activity change, negative = growth inhibition, hits mostly inhibitors. 420,000 compounds, 15% hits. AID 686978, 2013; further: nearly all actives have a fitted effect of over 55% in size
#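 Cells were dispensed at 400 per well, compounds added by pin tool, plates incubated ≥48 hr at 37 °C, then CellTiter-Glo added for 30 min at room temperature before luminescence reading. Line: DT40 Tdp1-/- complemented with hTDP1; camptothecin omitted.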
# N370S GC mod = qHTS Assay for Inhibitors and Activators of N370S glucocerebrosidase as a Potential Chaperone Treatment of Gaucher Disease. 330,000 compounds, 0.092% hits. Lysosomal acid glucosylceramidase (Homo sapiens), P04062. N370S GC spleen homogenate, 4MU-glucoside fluorescence. Potency, µM (highest dose often 59.4 µM), for the others: at the highest dose activity change, negative = inhibition, actives largely listed as inhibitors;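 further: 0% = full enzyme activity and -100% = no enzyme basal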
# TDP1 inh = qHTS Assay for Inhibitors of Tyrosyl-DNA Phosphodiesterase (TDP1); recombinant TDP1, AlphaScreen DNA substrate cleavage; Potency, µM (titrated, usually from 130 µM), inactives show at the highest dose activity change, negative = inhibition, most hits filed as inhibitors; 350,000 compounds, 0.28% hits; AID 485290, 2010; further: nearly all actives have a fitted effect of over 40% in size
# Target sequence (Q9NUW8 whole entry, looked up): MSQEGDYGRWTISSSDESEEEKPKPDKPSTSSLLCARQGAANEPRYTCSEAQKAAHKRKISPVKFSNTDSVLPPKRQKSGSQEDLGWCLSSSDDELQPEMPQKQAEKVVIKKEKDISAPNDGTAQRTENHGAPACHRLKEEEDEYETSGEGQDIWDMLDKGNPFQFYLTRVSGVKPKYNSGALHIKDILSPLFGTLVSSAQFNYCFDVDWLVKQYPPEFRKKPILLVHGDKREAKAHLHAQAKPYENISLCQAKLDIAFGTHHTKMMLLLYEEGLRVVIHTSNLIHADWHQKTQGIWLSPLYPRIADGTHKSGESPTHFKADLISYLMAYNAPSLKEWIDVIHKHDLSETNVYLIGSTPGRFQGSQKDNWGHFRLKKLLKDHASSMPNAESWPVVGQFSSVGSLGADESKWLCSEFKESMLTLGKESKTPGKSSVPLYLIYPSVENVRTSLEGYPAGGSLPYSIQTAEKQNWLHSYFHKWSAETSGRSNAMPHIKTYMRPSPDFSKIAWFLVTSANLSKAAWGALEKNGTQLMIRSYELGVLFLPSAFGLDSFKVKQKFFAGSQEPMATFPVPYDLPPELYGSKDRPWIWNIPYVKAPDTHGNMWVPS
#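 AlphaScreen read-out: signal falls as enzyme removes the 3' tyrosine-FITC from a 5'-biotinylated DNA oligo (15 nM, 5 min, RT). Enzyme was E. coli-made recombinant Tdp1 at 1 nM, exposed to compound for 15 min beforehand; beads 10 ug/ml, 10 min.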
# The depositor's hits bear a star; ? = inconclusive; · = no result given; & = joins results of further samples; [ ] = another dose, or the depositor's remark. The call rests on the fitted dose curve; in most records, active means well fitted curve in the direction sought with a large enough effect; inconclusive means small, poorly fitted or top-dose-only effect, or another doubt; inactive means no such curve, though single readings can be large; an effect the other way counts as inactive or inconclusive. Unless noted, on the % scale 0 is the no-effect control and ±100 the full control effect; potency means the concentration at half of the fitted maximal effect.
# Preview:
SMILES,DT40 TDP1 no CPT,N370S GC mod,TDP1 inh
CC1=CC(C)(C)N2C(=O)C3(SCC(=O)N3c3ccc(O)cc3)c3cc(C)cc1c32 (stereo not given),-1%,3%,3%
Cc1nn(CC(O)Cn2cnc3c2c(=O)n(C)c(=O)n3C)c(C)c1Br (stereo not given),?,1%,2%
O=C(NCCC(c1ccccc1)c1ccccc1)c1cnc2sccn2c1=O,-20%,26%,-1%
O=C(NNC(=O)c1cccc(Br)c1)Nc1ccc(Cl)cc1,?,-5%,1%
Nc1cc(Oc2cccnc2)cc([N+](=O)[O-])c1,?,-8%,6%
CN(C)C(=O)c1cn(-c2ccccc2)c(=O)c2ccccc12,-11%,3%,0%
COC(=O)CSc1nnc(CNC(=O)c2ccc(S(=O)(=O)N(C)C)cc2)n1C,8%,9%,0%
COc1ccc(C(=O)COC(=O)C2CCN(S(=O)(=O)c3cccc4cccnc34)CC2)cc1,1%,6%,-1%
COc1ccc(-c2cn3c4c(sc3n2)CCCC4)cc1,1%,?,4%
C[C@H]1CC[C@H]2C(=O)N3[C@H](c4cccc(N5CCCC5=O)c4)[C@@H](C)CC[C@H]3C(=O)N2[C@@H]1c1cccc(N2CCCC2=O)c1,·,14%,3%
O=C(CN1CCOCC1)n1c2ccccc2c2ccccc21,?,4%,-2%
S=c1[nH]nc(-c2cc(-c3ccccc3)n[nH]2)n1/N=C/c1c(Cl)cccc1Cl,?,11%,·
Cc1cc(S(=O)(=O)Nc2ccc(C(=O)NCC(c3ccco3)N3CCCCC3)cc2)ccc1F (stereo not given),-24%,?,1%
c1csc(-c2nn3c(Cn4cnc5ccccc54)nnc3s2)c1,?,3%,7%
COC(=O)c1sc(NC(=O)c2c(-c3ccccc3)noc2C)nc1C,17%,-1%,3%

# The list itself, repeating the preview:
SMILES,DT40 TDP1 no CPT,N370S GC mod,TDP1 inh
CC1=CC(C)(C)N2C(=O)C3(SCC(=O)N3c3ccc(O)cc3)c3cc(C)cc1c32 (stereo not given),-1%,3%,3%
Cc1nn(CC(O)Cn2cnc3c2c(=O)n(C)c(=O)n3C)c(C)c1Br (stereo not given),?,1%,2%
O=C(NCCC(c1ccccc1)c1ccccc1)c1cnc2sccn2c1=O,-20%,26%,-1%
O=C(NNC(=O)c1cccc(Br)c1)Nc1ccc(Cl)cc1,?,-5%,1%
Nc1cc(Oc2cccnc2)cc([N+](=O)[O-])c1,?,-8%,6%
CN(C)C(=O)c1cn(-c2ccccc2)c(=O)c2ccccc12,-11%,3%,0%
COC(=O)CSc1nnc(CNC(=O)c2ccc(S(=O)(=O)N(C)C)cc2)n1C,8%,9%,0%
COc1ccc(C(=O)COC(=O)C2CCN(S(=O)(=O)c3cccc4cccnc34)CC2)cc1,1%,6%,-1%
COc1ccc(-c2cn3c4c(sc3n2)CCCC4)cc1,1%,?,4%
C[C@H]1CC[C@H]2C(=O)N3[C@H](c4cccc(N5CCCC5=O)c4)[C@@H](C)CC[C@H]3C(=O)N2[C@@H]1c1cccc(N2CCCC2=O)c1,·,14%,3%
O=C(CN1CCOCC1)n1c2ccccc2c2ccccc21,?,4%,-2%
S=c1[nH]nc(-c2cc(-c3ccccc3)n[nH]2)n1/N=C/c1c(Cl)cccc1Cl,?,11%,·
Cc1cc(S(=O)(=O)Nc2ccc(C(=O)NCC(c3ccco3)N3CCCCC3)cc2)ccc1F (stereo not given),-24%,?,1%
c1csc(-c2nn3c(Cn4cnc5ccccc54)nnc3s2)c1,?,3%,7%
COC(=O)c1sc(NC(=O)c2c(-c3ccccc3)noc2C)nc1C,17%,-1%,3%
COc1ccccc1-c1nc2ccc(Cl)cc2c(=O)n1O,6%,-2%,·
Cc1csc(NC(=O)c2ccc(S(=O)(=O)N(C)c3ccccc3)cc2)n1,13µM*,8%,5%
CCN1CCN(C(=S)c2ccc(OC)cc2)CC1,2%,-6%,5%
CCOC(=O)c1cc(-c2csc(-c3ccc(C(F)(F)F)cc3)n2)on1,-6%,3%,5%
CO[C@@H]1COC(=O)CC=C[C@@H](C)[C@@H]2C=C[C@H](O)[C@@H](COC(=O)C/C=C\[C@H]1C)O2,·,10%[12.8 µM],5%[21 µM]
CC1CN(S(=O)(=O)c2cccc3cnccc23)CCN1 (stereo not given),·,0%,9%[56.1 µM]
Cc1ccc2c(c1)C1OCCC1C1N2C(=O)C2C(C(=O)O)C3C=CC21O3 (stereo not given),-1%,8%,·
O=C(CSc1nnnn1C1CCCC1)Nc1ccc2c(c1)OCCO2,0%,-2%,6%
COC(=O)C1CCN(C(=O)N2CCOCC2)CC1,7%,0%,5%
Cc1cc(C)n2cc(CSc3ccccn3)nc2n1,16%,0%,-1%
CC(=O)N1c2ccc(S(=O)(=O)NCC3CCC(C(=O)N(C)Cc4ccccc4)CC3)cc2CC1C (stereo not given),?,-6%,3%
CCOC(=O)C1CCN(c2c(N(C)Cc3ccco3)c(=O)c2=O)CC1,-6%,1%,5%
CCN(CC(=O)Nc1ccc2c(c1)OCCO2)C(=O)c1ccc([N+](=O)[O-])s1,?,·,0%
COC(=O)c1cc(OC)c(OC)cc1NC(=O)c1ccccc1C,12%,-1%,-6%
Cc1ccc(C)c(CSc2nnc(-c3cccnc3)o2)c1,-13%,-5%[2.35 µM],4%
Cc1ccc(CN(C(=O)COc2ccc([N+](=O)[O-])cc2)c2ccccn2)o1,?,·,7%
Cn1c(=O)c2c(ncn2CC(=O)OCC(=O)Nc2sccc2C(N)=O)n(C)c1=O,11%,-16%,·
Cc1cccc(N2C(=O)N3[C@H](c4ccc(Br)cc4)[C@@H]4C(=O)N(C(C)(C)C)C(=O)[C@@H]4[C@]3(Cc3ccc(Cl)cc3)C2=O)c1,-27%,-11%,·
Cc1ccc(N(CC(N)=O)C2SC(=O)N(Cc3cccc(C(=O)O)c3)C2=O)cc1 (stereo not given),-30%,9%,-2%
CC1(C)CC(NNCCC#N)=CC(=[N+]2CCCC2)C1,?,9%,-3%
Fc1ccc(-n2ncc3c(NCCCc4ccccc4)ncnc32)cc1,?,·,-3%
CCOC(=O)C1CCN(CC(=O)NC(=O)NC2CCCCC2)CC1,-9%,7%,6%
COc1ccc2oc(=O)c(-c3nc(-c4ccc(C)c(C)c4)cs3)cc2c1,-22%,·,0%
CCCCn1c(-c2cccnc2)n[nH]c1=S,5%,3%,7%
Cc1c(C(=O)N(C)C2CCCCC2)sc2ncnc(N3CCN(c4ccccc4)CC3)c12,15µM*,0%,4%
CCOC(=O)N1CCC(NC(=O)CCS(=O)(=O)c2ccc3c(c2)CCN3C(C)=O)CC1,-8%,10%,3%
COc1ccccc1N1CCN(C(=O)CCc2c(C)nn(-c3ccc(N4CCCC4)nn3)c2C)CC1,?,·,6%
CCOC(=O)C(=O)Nc1ccccc1C(=O)NC(C)C,3%,18%,1%
CC1=C(C(=O)N(C)C)C(c2ccc(C)s2)NC(=S)N1 (stereo not given),-18%,3%,5%
O=C(COC(=O)CNC(=O)C1CCCCC1)Nc1ccc(Cl)cn1,-2%,1%,4%
Cc1cccc(C)c1NC(=O)C1(N(Cc2ccco2)C(=O)c2ccccn2)CCCC1,-27%,26%,-2%
CC(C)(C)NC(=O)C(c1ccncc1)N(Cc1ccco1)C(=O)c1ccc(-c2ccccc2)[nH]1 (stereo not given),?,-20%,6%
Cc1ccc(CNC(=O)C2CCN(S(=O)(=O)c3c(C)noc3/C=C/N(C)C)CC2)cc1,14%,6%,6%
Cc1cc(C)c([N+](=O)[O-])cc1NCC(=O)N1CCN(c2ccccc2)CC1,?,-12%,10%
COC(=O)c1ccc2c(c1)N(C)S(=O)(=O)c1cnc(SCC(=O)C(C)(C)C)nc1-2,-2%,20%,1%
COc1ccc(-c2csc3ncnc(N4CCN(c5ccccc5Cl)CC4)c23)cc1,?,2%,2%
COc1ccc(NC(=O)c2cc(C)nc3ccccc23)cc1S(=O)(=O)N1CCOCC1,3%,·,0%
CCc1nnc(NC(=O)c2ccc(S(=O)(=O)N(C)c3ccccc3)cc2)o1,4.6µM*,2%,10%
O=C(O)C1OC(Oc2c(-c3ccc(O)c(O)c3)oc3cc(O)cc(O)c3c2=O)C(O)C(O)C1O (stereo not given),13µM*,-21%,-14%
CC(=O)NC1C(=O)N(CCN2CCOCC2)c2ccc(Br)cc21 (stereo not given),-15%,-7%,·
CCC(CC)C(=O)Nc1nnc(S(=O)(=O)N2CCc3ccccc32)s1,?,-12%,0%
Cc1ccc2cc(C(=O)O)c(C)nc2c1,-13%,0%,-2%
CCN(c1ncnc2c1cnn2-c1cccc(Cl)c1)C1CCCCC1,-22%,·,3%
COC(=O)c1ccc(C(NC(=O)OCc2ccccc2)/C(F)=C/[C@@H](C)C(=O)NCc2ccc(OC)c(OC)c2)cc1 (stereo not given in full),?,-5%&-12%,3%&6%
COc1ccc(CC(=O)O/N=C(\N)c2cccc([N+](=O)[O-])c2)cc1,?,-11%,6%
# The list continues.
SMILES,DT40 TDP1 no CPT,N370S GC mod,TDP1 inh
CCOc1ccccc1NC(=O)C(OC(=O)c1ccc(CC)cc1)c1ccccc1 (stereo not given),?,?,-3%
CCN(CC)CCn1c(-c2ccccc2)nc2c(NCCOC)nc(C)nc21,·,-9%,5%
CCC(NC(=O)C1(C)CC1(Br)Br)c1ccc(C)cc1 (stereo not given),-28%,-5%,2%
COc1ccc(CCn2c(=S)[nH]c3cc(C(=O)N4CCOCC4)ccc3c2=O)cc1OC,18µM*,8%,-3%
CCCCCn1c(=NC(=O)c2ccco2)c(C(=O)OCC)cc2c(=O)n3ccccc3nc21,15µM*,9%,3%
CC(=O)Nc1ccc2c(c1)CCCC2=O,3%,11%,5%
CCOC(=O)C1=C(C)NC(C)=C(C(=O)OCC)C1,-15%&-20%,2%&-4%,3%&4%
N#Cc1ccc(CN2CCCC3(CCN(C(=O)c4cccc(F)c4)CC3)C2)cc1,?,-5%,·
CCOC(=O)C1=CN(c2cccc(F)c2)C=C(C(=O)OCC)C1c1cc(OC)c(O)c([N+](=O)[O-])c1,-15%,-5%,8%
CCC(C)NC(=O)c1ccccc1-c1nc2ccccc2[nH]1 (stereo not given),1%,5%,0%
C/C(=N\NC(=O)c1ccccc1)c1ccc(-n2ccnc2)cc1,-7%,4%,3%
CCOC(=O)c1c(N)sc(C(=O)Nc2ccccc2F)c1C,?,-1%,-3%
COc1cccc(C(=O)N2CCC(N3CC(C)OC(C)C3)CC2)c1 (stereo not given),3%,4%,-2%
CSc1nc2cc(S(=O)(=O)N3CCOCC3)ccc2s1,-4%,1%,8%
CC(C)(C)c1ccccc1NC(=O)C1=COCCO1,-21%,-19%,0%[0.505 µM]
Cc1cc(C)nc(SCc2nnc(SCC(=O)Nc3ccc(C)c(C)c3)n2Cc2ccco2)n1,?,14%,5%
Cc1ccc(C(=O)Nc2ccc(Br)c(C(F)(F)F)c2)cc1,23µM*,13%,-10%
CC(O)C#C[Si](C)(C)c1ccccc1 (stereo not given),·,0%,6%
CCCCOC(=O)c1nc[nH]c1C(=O)OCCCC,5%,2%,4%
CC(=O)Nc1ccc(S(=O)(=O)N(C)CC(=O)OCC(=O)N2CCCC2=O)cc1,-2%,-20%,1%
NC(=O)c1c(N)sc(=S)n1CC1CCCO1 (stereo not given),-2%,-7%,-4%
CCOC(=O)c1c(NC(=O)Cn2cnc([N+](=O)[O-])n2)sc2c1CCCC2,-21%,0%,5%
CCC(=O)Nc1c(C)nn(C(=O)CC)c1C,-1%,6%,4%
O=C(NCCCN1CCCC1=O)c1c(O)nc2sccn2c1=O,0%,-16%,1%
Cc1[nH]c2ccccc2c1C(=O)CN1C(=O)C(=O)N(Cc2ccco2)C1=O,-1%,5%,4%
COc1ccc(S(=O)(=O)Nc2ccc(S(=O)(=O)Nc3cc(C)nc(C)n3)cc2)cc1OC,5%,-5%,6%
CCOc1cc(N2CCOCC2)c(OCC)cc1NC(=O)CSc1ncn[nH]1,3%,-4%,-10%
CCC1=C(c2ccc(C)cc2)S(=O)(=O)N=C1N1CCC(C(=O)NCc2ccc(N(C)C)cc2)CC1,23µM*,·,10%
Cc1ccc(NC(=O)N2CCc3c(sc4c3CCCC4)C2c2ccccc2)cc1F (stereo not given),15µM*,·,-4%

# Only part of the results is shown; rates above refer to the full screens.
